SIAE inh: human SIAE inhibitors, primary screen, biochemical, fluorescence polarization, FP-Rh probe, 1536-well HTS; Sialate O-acetylesterase (Homo sapiens), Q9HAT2; inhibition, % at 9.66 µM; 370,000 compounds, 0.69% hits; AID 1053197, 2014; SIAE FP-Rh probe binding;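 active = inhibition above a cutoff: mean of compounds within the control limits plus 3 SD of those, cut at about 17% in these data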;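 also: 0% = plate median of compound wells and 100% = probe without SIAE protein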
NPR2 activator: human GC-B receptor activators, primary screen, HEK293 GC-B cells, cGMP TR-FRET, EC30 CNP | 0% at EC30 CNP, 100% saturating CNP | activation, % at 10 µM | 370,000 compounds, 0.11% hits;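 active = activation at 10 µM reaching about 35% in either raw or pattern-adjusted values, limit read from the data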
ABHD4 inh: ABHD4 inhibitors, primary screen, biochemical, fluorescence polarization, mouse. (Lyso)-N-acylphosphatidylethanolamine lipase (Mus musculus), Q8VD66. inhibition, % at 8.92 µM. 370,000 compounds, 0.54% hits. purified mABHD4, FP-Rh probe fluorescence polarization;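 active = inhibition exceeding the mean over every tested compound plus 3 SD, cut at about 30% in these data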;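 also: 0% = plate median of compound wells and 100% = S159A mutant with DMSO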
Target sequence (Q8VD66 whole entry, looked up): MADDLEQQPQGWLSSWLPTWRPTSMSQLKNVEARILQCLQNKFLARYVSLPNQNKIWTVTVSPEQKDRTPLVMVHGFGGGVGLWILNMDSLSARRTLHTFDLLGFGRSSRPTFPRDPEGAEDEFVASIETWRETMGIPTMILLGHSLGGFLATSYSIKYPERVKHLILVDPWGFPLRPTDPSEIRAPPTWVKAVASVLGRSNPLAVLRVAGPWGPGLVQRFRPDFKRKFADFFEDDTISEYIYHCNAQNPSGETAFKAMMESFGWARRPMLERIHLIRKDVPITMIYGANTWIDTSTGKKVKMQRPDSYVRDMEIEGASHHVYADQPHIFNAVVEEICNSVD
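System: mouse ABHD4 enzyme, wild type / Medium: HEPES pH 7.0, NaCl, Pluronic buffer / Reagent: FP-Rh activity-based fluorescent probe / Control set: S159A mutant high control, sample median low control / Detection: fluorescence polarization with parallel and perpendicular emission, 525/598 nm / Schedule: 45 min + 60 min at 25 °C / Compound dosing: 8.92 µM, single dose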
TCR-CD3 inh: inhibitors of human TCR-CD3 interaction, primary screen, biochemical, fluorescence, TAMRA-labeled TCR probe | 360,000 compounds, 0.37% hits | inhibition, % at 9.4 µM | T-cell receptor (TCR); in the data active = inhibition above about 19%;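 also: recombinant mutant TCR 2C K166C tagged with TAMRA read by polarization; 0% = receptor in buffer alone and 100% = receptor with positive control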
HTRA1 inhibitor: HTRA1 serine protease inhibitors, primary screen, biochemical, fluorescence polarization, HTS; inhibition, % at 5.96 µM; AID 504803, 2011; recombinant HTRA1, FP-rhodamine activity-based probe; 340,000 compounds, 0.5% hits; Q92743; in the data active = inhibition above about 36%;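 also: 0% = enzyme with DMSO and 100% = wells lacking enzyme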
Target sequence (Q92743 whole entry, looked up): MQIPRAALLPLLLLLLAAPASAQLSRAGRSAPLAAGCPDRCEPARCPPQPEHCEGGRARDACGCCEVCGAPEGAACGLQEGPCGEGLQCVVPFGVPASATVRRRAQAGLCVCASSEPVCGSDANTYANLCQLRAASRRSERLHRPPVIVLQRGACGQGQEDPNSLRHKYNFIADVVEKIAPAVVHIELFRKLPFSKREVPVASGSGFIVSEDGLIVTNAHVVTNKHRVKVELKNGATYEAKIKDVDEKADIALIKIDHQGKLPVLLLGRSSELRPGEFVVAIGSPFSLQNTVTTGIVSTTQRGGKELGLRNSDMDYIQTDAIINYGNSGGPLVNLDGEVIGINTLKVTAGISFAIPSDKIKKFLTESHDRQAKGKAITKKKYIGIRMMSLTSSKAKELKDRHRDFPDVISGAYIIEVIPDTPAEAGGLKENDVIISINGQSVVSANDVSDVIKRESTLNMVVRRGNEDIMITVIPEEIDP
LEDGF integ inh: blockers of LEDGF/p75-dependent integrase strand transfer – biochemical, TR-FRET, high throughput, primary screen. AID 743269, 2014. HIV-1 integrase (with human LEDGF/p75). inhibition, % at 3.7 µM. TR-FRET IN-LEDGF/p75 DNA integration, Eu/Cy5. 370,000 compounds, 0.64% hits;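 active = inhibition above the screen-wide mean plus 3 SD, cut at about 13% in these data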;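 also: signal is the Cy5 over europium emission ratio at 671 and 618 nm; 0% = plate median of compound wells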
TDP2 inh: human TDP2 enzyme inhibitors, primary screen, biochemical, epi absorbance, recombinant enzyme; Tyrosyl-DNA phosphodiesterase 2 (Homo sapiens), O95551; T5PNP hydrolysis, p-nitrophenol absorbance 415 nm; inhibition, % at 12.8 µM; 370,000 compounds, 0.34% hits; AID 720702, 2013;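 active = inhibition above the mean of all tested compounds plus 3 SD, set per campaign, cut at about 25% in these data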;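 also: 0% = DMSO with enzyme and 100% = buffer with substrate but no TDP2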
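Evaluation: % inhibition relative to enzyme-containing and enzyme-free wells. Material: recombinant human TDP2. Benchmarks: enzyme-free and DMSO wells. Timing: enzyme reaction with compound for 2 h at 37 °C. Compound dosing: 12.8 µM only. Measured by: p-Nitrophenol epi absorbance. Reagent: T5PNP substrate at 5 mM, a TopII-DNA adduct mimic. Replication: single well per compound.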
rCAG RNA binder: binders of r(CAG) RNA repeats, primary screen, biochemical, fluorescence | AID 651821, 2012 | inhibition, % at 3 µM | 370,000 compounds, 1.3% hits | r(CAG) RNA repeat, TO-PRO-1 dye displacement fluorescence;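 active = inhibition above the plate cutoff, the mean of all test compounds on that plate plus 3 SD, cut at about 35% in these data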;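 also: 0% = DMSO alone and 100% = 100 µM mitoxantrone as full dye displacement; higher means more dye released from RNA so lower well fluorescence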
PRMT1 FP inh: PRMT1 methyltransferase inhibitors, primary screen, biochemical, fluorescence polarization; Protein arginine N-methyltransferase 1 (Homo sapiens), Q99873; recombinant PRMT1, activity-based probe fluorescence polarization; inhibition, % at 2.79 µM; 370,000 compounds, 1.3% hits;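 active = inhibition above about 21% made by adding two undisclosed values, limit read from the data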
MBD2 DNA inh: inhibitors of MBD2 binding to methylated DNA, primary screen, biochemical, TR-FRET, DNA-binding domain, human | Methyl-CpG-binding domain protein 2 (Homo sapiens), Q9UBB5 | inhibition, % at 4.4 µM | 370,000 compounds, 0.31% hits | MBD2 binding to methylated oligonucleotide; in the data active = inhibition above about 13%
The depositor's hits bear a star; i = inactive; / = not tested or not shown; & = joins results of further samples. These rows are one share of the data (hit frequency here may not be typical).

Preview, 5 compounds:
SMILES	SIAE inh	NPR2 activator	ABHD4 inh	TCR-CD3 inh	HTRA1 inhibitor	LEDGF integ inh	TDP2 inh	rCAG RNA binder	PRMT1 FP inh	MBD2 DNA inh
O=C(COC(=O)c1ccc(NS(=O)(=O)c2cccs2)cc1O)Nc1ccc(F)cc1	-12	1	-31	-3	-17	8	-13	43*	-3	-5
COc1ccc(C2C3=C(OC(C)=O)c4ccccc4C3=Nc3c2c(=O)n(C)c(=O)n3C)cc1 (stereo not given)	2	1	4	-6	5	0	-5	-2	-1	-4
CC[N+](CC)(CC)CCCCOc1ccc2c(c1)C(=O)c1cc(OCCCC[N+](CC)(CC)CC)ccc1-2	-2	-23	-10	-9	3	1	7	6	-3	21*
O/N=C1\CCCc2ccccc21	-5	-1	-5	3	-7	-4	5	0	-1	3
COc1ccc(C(=O)OCc2cc3cccc(C)c3[nH]c2=O)cc1	-2	-1	2	1	10	-2	5	3	-1	1

All compounds of this part, from the start:
SMILES	SIAE inh	NPR2 activator	ABHD4 inh	TCR-CD3 inh	HTRA1 inhibitor	LEDGF integ inh	TDP2 inh	rCAG RNA binder	PRMT1 FP inh	MBD2 DNA inh
O=C(COC(=O)c1ccc(NS(=O)(=O)c2cccs2)cc1O)Nc1ccc(F)cc1	-12	1	-31	-3	-17	8	-13	43*	-3	-5
COc1ccc(C2C3=C(OC(C)=O)c4ccccc4C3=Nc3c2c(=O)n(C)c(=O)n3C)cc1 (stereo not given)	2	1	4	-6	5	0	-5	-2	-1	-4
CC[N+](CC)(CC)CCCCOc1ccc2c(c1)C(=O)c1cc(OCCCC[N+](CC)(CC)CC)ccc1-2	-2	-23	-10	-9	3	1	7	6	-3	21*
O/N=C1\CCCc2ccccc21	-5	-1	-5	3	-7	-4	5	0	-1	3
COc1ccc(C(=O)OCc2cc3cccc(C)c3[nH]c2=O)cc1	-2	-1	2	1	10	-2	5	3	-1	1
CC(C)CSc1nc2c(c(=O)[nH]c(=O)n2C)n1CCc1ccccc1	-1	-2	4	-2	3	2	1	-3	1	6
OCCOCCN1CCN(C2=Nc3ccccc3Sc3ccccc32)CC1	-4&-7	-3&-8	-4&0	-6&5	4&8	i	4&-10	-1&2	4&-1	1&3
CCN1CCN(Cc2ccc(NC(=O)c3ccc(C)c(NC(=O)c4nccnc4N)c3)cc2C(F)(F)F)CC1	1	0	5	0	-22	0	-9	-5	-2	-3
Cc1nn(C)c(C)c1NC(=O)CCCSc1nc(-c2ccco2)cc(C(F)(F)F)n1	12	-4	-1	-1	-2	0	-5	2	0	0
CCOc1nc(-c2ccccc2)ccc1-c1noc(-c2cccs2)n1	-2	-7	2	9	9	0	-4	5	-1	2
O=C(COc1ccccc1)NC(Cc1c[nH]c2ccccc12)C(=O)O (stereo not given)	-4	1	-3	1	1	2	1	2	3	-5
O=C(COC(=O)CNC(=O)c1ccc(F)cc1)NC1CCCc2ccccc21 (stereo not given)	-6	-2	3	-4	5	-2	-3	0	0	2
COc1ccc(CCNC(=O)c2cc(S(=O)(=O)N3CCCC3)cn2C)cc1OC	2	-1	-5	-3	-3	-3	-1	1	-1	1
COC(=O)c1c(C)oc2c1cc(NS(=O)(=O)c1cccs1)c1ccccc12	-7	-1	-3	1	-33	-1	0	33	-1	-2
COc1cc(NS(=O)(=O)c2ccc(NC(=S)Nc3ccccc3)cc2)nc(OC)n1	7	-1	-2	-1	4	-5	1	3	2	5
CCOc1ccc(N(CC(=O)Nc2ccc(OC)cc2OC)S(=O)(=O)c2c(C)[nH]c(=O)[nH]c2=O)cc1	4	2	-2	2	6	-1	6	24	-1	0
COc1ccc(C#Cc2c(-c3ccsc3)oc3ccc(-c4cc(OC)c(OC)c(OC)c4)cc23)cc1	-2	2	1	-7	-12	2	7	5	-1	4
Cc1ccccc1N(C(=O)c1snc(C(N)=O)c1N)C(C(=O)NCC1CCCO1)c1ccc(N(C)C)cc1 (stereo not given)	4	-6	5	5	-4	0	1	8	3	7
Cc1ccccc1C(=O)c1ccccc1C(=O)c1ccccc1	1	-6	0	0	-4	-1	5	0	1	0
CCCCCCSc1ccc(-c2nc3ccc(Cl)cn3c2NC2CCCCC2)cc1	-6	9	15	3	-1	-1	5	1	-2	-2
O=C(Nc1ccccc1)Nc1cccc(Cl)c1	-10	-1	-23	1	-31	2	-4	5	1	2
Cc1cc(C)cc(NC(=S)Nc2ccccn2)c1	-3	-6	-9	1	-7	3	15	1	3	2
O=C(NC1CCCC1)C(c1c(F)cccc1Cl)N(C(=O)c1csnn1)C1CC1 (stereo not given)	0	-8	4	8	4	1	2	-3	-4	1
Cc1ccc(C(=O)Nc2cccc3ncccc23)cc1[N+](=O)[O-]	2	-1	3	-3	-7	-5	-6	-1	0	0
COc1ccc(OC)c(N(CCN2C(=O)c3ccccc3C2=O)C(=O)CCl)c1	-6	1	2	1	4	0	6	1	2	1
SMILES	SIAE inh	NPR2 activator	ABHD4 inh	TCR-CD3 inh	HTRA1 inhibitor	LEDGF integ inh	TDP2 inh	rCAG RNA binder	PRMT1 FP inh	MBD2 DNA inh
O=C(Nc1ccccc1F)n1ncc2cc(Cl)ccc21	-1	9	-1	0	2	-6	1	1	1	2
CCNC(=O)C1(C)CCN(C(=O)c2ccc(C(=O)OC)cc2)C1 (stereo not given)	2	0	6	3	/	-1	1	0	-4	-3
Cc1ccc(/C=C(\C#N)C(=O)NC(C)C)o1	0	1	-4	-5	0	-2	-11	-4	4	2
CC1CCCC(C)N1C(=O)COc1ccc(F)cc1 (stereo not given)	-1	0	2	2	1	2	-9	-6	-1	-2
Cc1cc(C(=O)CSc2nc3ccccc3o2)c(C)n1CC1CCCO1 (stereo not given)	-5	1	4	6	-7	0	3	8	1	2
O=C(c1cc(F)c(F)cc1Cl)N1CCN(CCc2ccccc2)CC1	-4	3	-2	8	-3	-1	-5	-4	-3	-4
COC(=O)c1cc(-c2ccc(F)c(Cl)c2)c(=O)n2c1CCC2	-5	-4	11	/	/	8	-5	-1	-1	-6
COc1ccccc1NC(NC(=O)c1cccnc1)C(Cl)(Cl)Cl (stereo not given)	6	-1	-1	-1	1	-2	1	-2	-1	-3
CC(=O)Nc1ccc(-c2nnc(SCC(=O)NCc3ccco3)n2C)cc1	6	3	-3	-4	8	1	3	-1	-1	2
Brc1ccc2nc(-c3ccco3)c(Cc3ccsc3)n2c1	11	6	6	4	/	8	-1	21	36*	1
COC(=O)c1ccc(Cl)c(NC(=O)CN(c2ccc(OC)cc2)S(=O)(=O)c2ccccc2)c1	-20	0	-31	4	-32	2	-13	11	-2	5
C=CCNC(=O)CN(Cc1ccccc1)S(=O)(=O)c1ccccc1	3	2	-5	5	2	3	-5	-4	0	-2
CCOc1cc(C(=O)NC)cc(Br)c1OC	3	-1	9	-7	2	-8	10	-1	2	1
CCCCN(C(=O)CC1CCCC1)c1c(N)n(CC(C)C)c(=O)[nH]c1=O	-4	-3	-2	-2	-1	-2	2	-4	0	0
COc1ccc(CNCc2c(O)c(Cl)cc3c(C)c(C)c(=O)oc23)c(OC)c1	10	1	7	4	2	-5	1	1	0	0
OC(CNCC1COc2ccccc2O1)COCc1cccs1 (stereo not given)	14	-9	13	-6	5	0	12	-10	1	2
CCOC(=O)CSc1nnc(NC(=O)c2cccc(S(=O)(=O)N3CCCCC3)c2)s1	2	2	-3	7	1	4	-3	2	2	-4
CCCCNC(=S)N/N=C/c1cc(C)ccc1C	-2	0	-1	-1	-21	3	-4	0	1	-2
Cc1ccc(Sc2c([N+](=O)[O-])c(C)nn2C)cc1	-1	2	-3	1	-5	4	-16	-1	-1	2
Nc1c2c(nc3ccccc13)CSCC2	4	-3	0	-2	4	7	-20	-4	2	-5
Cc1sc(NC(=O)c2ccco2)c(C(c2cccnc2)N2CCCC2)c1C (stereo not given)	4	-19	4	3	-4	2	-2	3	3	0
O=C(CCN1C(=O)/C(=C/c2ccccc2)SC1=S)NNC(=O)c1cccnc1	4	3	-5	-3	4	-2	11	0	-2	2
COc1ccc(OC)c2[nH]c(=O)c(CCNC(=O)c3ccc(S(=O)(=O)N4CCCCC4)cc3)cc12	0	11	2	-1	-2	0	10	-1	-1	-1
COC(=O)CN(CCc1ccccc1)S(=O)(=O)c1ccc(OC)c(OC)c1	0	3	5	-3	-3	0	3	-5	-1	2
CCNC(=O)C1CCCN1S(=O)(=O)c1ccc(C)cc1 (stereo not given)	0	4	-6	-11	-7	1	0	-1	2	-4
CCCn1nc([N+](=O)[O-])c(C(C#N)c2nc3ccccc3o2)c(Cl)c1=O (stereo not given)	22*	2	80*	-1	69*	3	11	80*	22*	-1
CCC(C)(C)n1nnnc1CN1CCC(NC(=O)c2ccc(Br)cc2)CC1	2	6	5	-2	-1	2	0	-5	-1	0
Cc1ccc(CSc2ncn(-c3ccccc3)n2)cc1	0	-3	-10	5	-11	-1	9	-1	-1	-4

Three records drawn at random from those above:
SMILES	SIAE inh	NPR2 activator	ABHD4 inh	TCR-CD3 inh	HTRA1 inhibitor	LEDGF integ inh	TDP2 inh	rCAG RNA binder	PRMT1 FP inh	MBD2 DNA inh
COc1ccc(CNCc2c(O)c(Cl)cc3c(C)c(C)c(=O)oc23)c(OC)c1	10	1	7	4	2	-5	1	1	0	0
Cc1ccc(/C=C(\C#N)C(=O)NC(C)C)o1	0	1	-4	-5	0	-2	-11	-4	4	2
CCNC(=O)C1CCCN1S(=O)(=O)c1ccc(C)cc1 (stereo not given)	0	4	-6	-11	-7	1	0	-1	2	-4

Screening results as filed in PubChem.
